# Screening results deposited in PubChem by National Center for Advancing Translational Sciences (NCATS).
# AmpC inh no detg = inhibitors of E. coli AmpC beta-lactamase without detergent. AmpC nitrocefin hydrolysis, absorbance 480 nm, 0.0001% Triton. Potency, µM (highest dose often 57.1 µM), for the others: at the highest dose activity change, negative = inhibition, hits mostly inhibitors. 330,000 tested, 0.52% active. AID 485341;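 also: potency is read from the fitted curve at half-maximal effect; plate controls were no compound for no effect and no enzyme for full effect; nearly all actives have a fitted effect of over 20% in size; some results filed as inactive show a strong effect at the top dose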
# Target sequence (P00811 whole entry, looked up): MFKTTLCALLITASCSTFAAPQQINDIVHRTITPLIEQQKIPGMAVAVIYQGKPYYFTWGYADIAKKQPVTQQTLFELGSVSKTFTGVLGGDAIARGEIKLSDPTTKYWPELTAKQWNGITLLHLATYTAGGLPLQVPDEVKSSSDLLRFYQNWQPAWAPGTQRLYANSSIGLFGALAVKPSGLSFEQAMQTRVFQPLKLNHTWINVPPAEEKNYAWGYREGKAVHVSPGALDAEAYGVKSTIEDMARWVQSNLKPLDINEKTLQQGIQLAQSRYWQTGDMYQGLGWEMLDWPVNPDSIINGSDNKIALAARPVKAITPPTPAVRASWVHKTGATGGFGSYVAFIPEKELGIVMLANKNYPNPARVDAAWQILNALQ
#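 20 mM phosphate pH 7.0 + 0.01% (detergent screen) or 0.0001% Triton X-100; 5.3 nM AmpC reagent; cpd preinc 15 min RT; nitrocefin (800 uM stock) to start; A480 q20 s × 4 min; Activity was normalised to no-enzyme and no-compound control wells.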
# FBPA Giardia inh = blocks Giardia fructose-bisphosphate aldolase activity | A8B2U2 | purified Giardia FBPA | Potency, µM (doses to about 59.6 µM), inactives show at the top dose activity, negative = inhibition, actives largely listed as inhibitors | 290,000 tested, 0.71% active | AID 2451; also: potency is read from the fitted curve at half-maximal effect; nearly all actives have a fitted effect of over 55% in size
# Target sequence (A8B2U2 whole entry, looked up): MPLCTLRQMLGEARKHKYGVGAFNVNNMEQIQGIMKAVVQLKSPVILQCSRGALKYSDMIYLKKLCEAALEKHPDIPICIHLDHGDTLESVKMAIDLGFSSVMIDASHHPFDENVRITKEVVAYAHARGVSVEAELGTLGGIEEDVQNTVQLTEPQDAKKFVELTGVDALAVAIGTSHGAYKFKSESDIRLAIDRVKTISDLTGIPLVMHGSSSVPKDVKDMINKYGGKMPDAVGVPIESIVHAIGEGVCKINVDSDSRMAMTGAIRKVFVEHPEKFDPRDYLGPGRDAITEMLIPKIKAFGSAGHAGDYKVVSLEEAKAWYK
#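 40 nM FBPA preincubated 10 min at RT with compound (up to 57.5 uM final), then substrate plus GAPDH/TPI/NAD/arsenate coupling and diaphorase/resazurin added. Fluorescence read after 20 min at RT, 525/598 nm.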
# AMA1 RON2 block = inhibitors of Plasmodium falciparum AMA1-RON2 interaction; Potency, µM (series often up to 58.2 µM), for the others: at the highest dose activity change, negative = inhibition, hits mostly inhibitors; 360,000 tested, 0.2% active; AID 720542; AlphaScreen AMA1-biotinylated RON2 peptide binding;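 also: potency is read from the fitted curve at half-maximal effect; 0% = vehicle wells and -100% = peptide control; nearly all actives have a fitted effect of over 45% in size; some results filed as inactive show a strong effect at the top dose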
#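 AMA1 (3D7) with his tag at 25 nM final met compounds first, then biotinylated RON2 peptide at 25 nM; detection used donor plus acceptor beads, 10 µg/mL apiece, read by AlphaScreen after 30 min at room temperature.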
# Sm TGR block = inhibitors of Schistosoma mansoni thioredoxin glutathione reductase; purified TGR, DTNB reduction, TNB absorbance 405 nm; Potency, µM (titrated, usually from 114 µM), for inactives: top-dose activity change, negative = inhibition, actives largely listed as inhibitors; Q962Y6; 360,000 tested, 3% active; also: potency is read from the fitted curve at half-maximal effect; nearly all actives have a fitted effect of over 60% in size
#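 TGR 20 nM + NADPH 100 uM (dispensed conc.), cpd preinc 15 min RT; start with NADPH (500 uM addition) then DTNB (15 mM addition). Kinetic TNB absorbance, 405 nm filter. Four-parameter Hill fit across titration.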
# AmpC inh detg = inhibitors of E. coli AmpC beta-lactamase with detergent | AmpC hydrolysis of nitrocefin, absorbance 480 nm, 0.01% Triton | AID 485294 | Potency, µM (doses to about 114 µM), inactives show top-dose activity change, negative = inhibition, most hits filed as inhibitors | 370,000 tested, 0.041% active | P00811;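 also: potency is read from the fitted curve at half-maximal effect; 0% = no-compound wells and -100% = no-enzyme wells; nearly all actives have a fitted effect of over 25% in size; some results filed as inactive show a strong effect at the top dose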
#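 AmpC (5.3 nM in the dispensed reagent) in 20 mM phosphate pH 7.0 with 0.01% (detergent screen) or 0.0001% Triton X-100 was preincubated with compounds for 15 min at room temperature. Nitrocefin was then added from an 800 uM solution, and hydrolysis was followed at 480 nm.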
# HCMV antiviral = blocks human cytomegalovirus replication; activity change, negative = inhibition, % at 57.5 µM; HFF cells, HCMV-luciferase reporter, 72 h; stronger effect = lower value; 410,000 tested, 4.5% active; in the data active = activity change below about -60%; inconclusive = no clear call, values can overlap the other calls; inactive = above about -39%
#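 Compounds were evaluated in HFFs infected with an HCMV luciferase reporter virus (MOI 1 PFU/cell). Luciferase in lysates collected 72 h post infection served as the replication measure.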
# * marks the source's active call; other numbers are inactive results; ? = inconclusive; . = not tested or not shown; & = joins results of further samples; [ ] = dose if it differs, or a comment. Unless noted, calls follow the shape of the dose curve; as a rule, active = well fitted curve in the direction sought with a large enough effect; inconclusive = small, poorly fitted or top-dose-only effect, or another doubt; inactive = no such curve, though single readings can be large; an effect the other way counts as inactive or inconclusive. Unless noted, % is scaled to controls: 0 for no effect and ±100 for the full control effect.
SMILES,AmpC inh no detg,FBPA Giardia inh,AMA1 RON2 block,Sm TGR block,AmpC inh detg,HCMV antiviral
O=C(N/N=C/c1c(O)n(Cc2ccc(F)cc2)c(=S)[nH]c1=O)c1ccncc1,-47%,9%,48%[activator],-11%,-3%,10
Cc1cc2ccccn2c1C(=O)c1ccc([N+](=O)[O-])cc1[N+](=O)[O-],-12%,-12%,-9%,-17%,-3%,-28
Cc1cc(C)c(OCC(=O)Nc2nc(-c3ccccn3)cs2)c(C)c1,-36%,?,33%[activator],-1%,1%,5
CCN(CC)S(=O)(=O)c1cccc(NC(=O)C2CC(=O)N(c3ccc4c(c3)OCCO4)C2)c1 (stereo unspecified),24%,.,-5%,0%,-12%,?
CCN(CC)c1ccc(S(=O)(=O)N2CCOCC2)cc1NC(=O)CN1CCc2ccccc2C1,113%[activator],-5%,1%,.,6%,-70*
O=C(N/N=C\c1ccc(OC(=O)c2cccs2)cc1)c1ccc(Cl)cc1,-25%,-2%,3%,-14%,-12%,-6
CN1[C@@H](CC(=O)c2ccccc2)CCC[C@H]1C[C@H](O)c1ccccc1,-21%&-31%,-3%&1%&-3%&-2%,0%,5%&1%,-9%&-1%,-28
O=C(CSC(=S)N1CCCCC1)Nc1nc(-c2ccccc2)c(-c2ccccc2)o1,-25%,3%,38%[activator],8%,0%,38
CCOC(=O)c1cc(NC(=O)c2ccoc2C)cc(C(=O)OCC)c1,-26%,-9%,25%,-1%,3%,-1
Cc1ccc(NC(=O)CN2C(=O)COc3ccc(S(=O)(=O)N4CCOCC4)cc32)cc1N(C)C,2%,5%,-2%,11%&5%,2%&14%,-10&18
CCN(CC)CCOC(=O)c1ccc(N/C=C(/C#N)c2nc(-c3ccc(OC)cc3)cs2)cc1,95%[activator],-6%,?,-17%,5%,-77*
Nc1nnc(CCCCCCCCCCc2nnc(N)s2)s1,-24%,1%,18%,15%,1%,-30
Cc1ccc(NC(=O)CCc2nc(-c3ccccc3F)no2)c(C)c1,.,.,.,1%,19%,-12
CCOC(=O)N=Nc1c(O)n(CC)c2ccccc12,-12%,0%,-10%,-5%,-20%,?
CC(=O)OCC(OC(C)=O)C(OC(C)=O)C(OC(C)=O)C(=O)Nc1ccccc1C (stereo unspecified),-6%,2%,41%[activator],0%,?,-16
CC(=O)Nc1ccccc1C(=O)N1CCc2ccccc21,-5%,2%,3%,6%,6%,14
O=C1[C@H]2[C@@H](c3ccc(Cl)cc3)N3C(=O)N(c4cccc(Br)c4)C(=O)[C@@]3(Cc3ccc(Cl)cc3)[C@H]2C(=O)N1C1CCCCC1,-26%,-1%,-9%,-8%,?,-23
COc1ccc(OC)c(S(=O)(=O)N2CCN(C(=O)c3ccco3)CC2)c1,8%,0%,-8%,-8%,2%,15
CCCOc1ccc(-c2nc(C#N)c(N3CCc4ccccc4C3)o2)cc1,-13%,-6%,2%,7%,0%,-2
c1ccc2c(c1)nc(CN1CCOCC1)n1c3ccccc3nc21,.,-5%,-9%,-2%,-5%,-14
COc1ccc(NC(=O)Nc2ccc3c(c2)C(=O)N([C@@H](C)CO)C[C@@H](C)[C@@H](CN(C)CC2CCCCC2)O3)cc1,172%[activator],.,-4%,.,.,55
C=CCNC(=S)N/N=C/c1ccc(C)c([N+](=O)[O-])c1,-16%,-26%,33%[activator],-17%,-8%,?
CC(C)Cn1c(N)c(C(=O)COC(=O)c2cc(C(F)(F)F)nc3ccccc23)c(=O)n(C)c1=O,-22%,-14%&-9%,3%,0%,?,-3
Cc1nc2c(-c3ccccc3)c(C)nn2c(C)c1CCC(=O)N1CCOCC1,130%[activator],1%,-6%,-1%,-10%,3
CCN(CC)S(=O)(=O)c1cccc(NC(=O)COC(=O)C2COc3ccccc3O2)c1 (stereo unspecified),-19%,-3%,13%,-2%,?,4
CC1(C)C2([N+](=O)[O-])CN3CC1([N+](=O)[O-])CN(C2)C31CCCC1,-9%,-1%,7%,-22%,-22%,-2
CCOc1ccc(NC(=O)c2cccc(-n3cccc3)c2)cc1S(=O)(=O)N1CCOCC1,36%,.,.,-8%,-8%,-6
COc1cccc(CNC(=O)CCNS(=O)(=O)c2ccc3c(c2)CCCC(=O)N3)c1,.,.,.,3%,25%,5
c1ccc(C2NCc3ccccc3-n3cccc32)cc1 (stereo unspecified),-35%,-10%,-22%,-14%,?,?
O=C(Cn1cnc2c(OCc3ccccc3)ncnc21)NCc1ccccc1,-16%,.,55%[activator],.,.,17
O=C(CSc1cccc[n+]1[O-])Nc1ccc2c(c1)OCO2,-19%,-4%,-5%,-9%,-4%,-4
CCCc1cc(C(=O)Cc2nc3ccccc3s2)c(O)cc1O,-40%,.,80%[activator],9%,-4%,163
Nc1nonc1-n1nnc(C(=O)N/N=C/c2ccccc2)c1CSc1ccccc1,-51%,-3%,5%,10%,1%,-20
CC(C)(C)C(=O)COC(=O)CCc1nc2ccccc2[nH]c1=O,-5%,4%,-11%,.,-7%,1
COP(=O)(NS(=O)(=O)c1ccccc1)OC,-7%,-2%,-5%,9%,7%,-15
COc1ccc(-c2cccc(-c3cc(=O)oc4cc(OC)c(OC)c(OC)c34)c2)cc1,2%,-11%,-3%,.,.,2
COc1cc(NC(=O)C2CCCO2)c(OC)cc1Cl (stereo unspecified),-13%,3%,-6%,-11%,-25%,4
O=[N+]([O-])c1cccc(CN2CC=C(c3ccc(F)cc3)CC2)c1,-7%,?,-24%,30%,?,-12
CCN1C(=O)C(O)(CC(=O)c2ccc(-n3cccc3)cc2)c2ccccc21 (stereo unspecified),16%,0%,-18%,-3%,?,-38
COc1ccc(-c2nnc(NC(=O)c3ccccc3[N+](=O)[O-])s2)c(OC)c1,-12%,-11%,-2%,7%,6%,1
O=C(Nc1nc2ccccc2s1)c1ccc2c(c1)OCO2,-28%,-1%,-11%,-9%,?,1
CCc1ccccc1Nc1nc2ccccc2n1C,-33%,3%,11%,.,3%,?
COc1ccc(C)cc1NC(=O)c1ccc(OC(F)F)cc1,-12%,-10%,3%,1%,-7%,-15
COc1cc(NC(=O)CN(C)Cc2ccc(OC(F)F)cc2)c(C)cc1[N+](=O)[O-],-7%,1%,15%,-1%,-7%,-34
N#CC1=C(N)N(c2ncn[nH]2)C2=C(C(=O)CCC2)C1c1ccccc1 (stereo unspecified),-10%,-18%,8%,-4%,7%,10
O=C(OCC(=O)N1CCN(C(=O)c2ccco2)CC1)c1cncc(Br)c1,-5%,.,-10%,?,-5%,0
Cc1ccc(C(=O)C2=C(O)C(=O)N(c3ncccn3)C2c2ccc(Cl)cc2)o1 (stereo unspecified),-22%,0%,0%,?,-5%,7
CCOC(=O)C1=C(C)Nc2nnnn2C1c1c[nH]c2ccccc12 (stereo unspecified),-18%,-19%,.,-16%,-21%,32
COc1ccc(NC(=O)C2CCCN(S(=O)(=O)c3ccc(-n4cnnn4)cc3)C2)cc1 (stereo unspecified),0%,-4%,0%,-7%,-1%,-24
C/C(Cc1ccccc1)=N\NC(=O)CNC(=O)c1ccc(F)cc1,-15%,7%,8%,-23%,-11%,?
# Carrying on.
SMILES,AmpC inh no detg,FBPA Giardia inh,AMA1 RON2 block,Sm TGR block,AmpC inh detg,HCMV antiviral
Cc1nc2ccccc2n1CCc1nc2c3ccccc3nc(SCc3cccc(F)c3)n2n1,.,.,.,5%,6%,3
CCCNC(=O)NC(=O)CN1C(=O)NC(C)(c2ccc(C)cc2)C1=O (stereo unspecified),6%,12%,2%,0%,-6%,37
O=C(Cc1n[nH]c(=O)c2ccccc12)OCc1c(Cl)cccc1Cl,-4%,1%,3%,19%,?,-68*
CCOC(=O)c1sc(NC(=O)C(C)C)c(C#N)c1C,24%,3%,-6%,-12%,-3%,31
CCCNC(=O)CSc1nccn1Cc1ccc(OC)cc1,-2%,-2%,-4%,-2%,3%,-34
CC(C)NC(=O)c1ccccc1NC(=O)c1ccccc1N(C)S(C)(=O)=O,-13%,-2%,2%,-9%,?,-6
COc1ccc2c(CNCc3cccs3)c(C(=O)O)n(Cc3ccccc3F)c2c1,.,.,.,-8%,16%,16
Cc1ccc(-c2nc(N)sc2C)cc1,-44%,-7%,-10%,-2%,-1%,-29
Cc1ccc(S(=O)(=O)NCc2c(-c3ccccc3)c3cc(Cl)ccc3[nH]c2=O)cc1,-10%,3%,7%[2.32 µM],3%,2%,26
Cc1nnsc1C(=O)N1CCC(C(=O)c2ccccc2)CC1,-26%,12%,7%,10%,1%,16

# The last five compounds of the section before open the next one.
SMILES,AmpC inh no detg,FBPA Giardia inh,AMA1 RON2 block,Sm TGR block,AmpC inh detg,HCMV antiviral
CC(C)NC(=O)c1ccccc1NC(=O)c1ccccc1N(C)S(C)(=O)=O,-13%,-2%,2%,-9%,?,-6
COc1ccc2c(CNCc3cccs3)c(C(=O)O)n(Cc3ccccc3F)c2c1,.,.,.,-8%,16%,16
Cc1ccc(-c2nc(N)sc2C)cc1,-44%,-7%,-10%,-2%,-1%,-29
Cc1ccc(S(=O)(=O)NCc2c(-c3ccccc3)c3cc(Cl)ccc3[nH]c2=O)cc1,-10%,3%,7%[2.32 µM],3%,2%,26
Cc1nnsc1C(=O)N1CCC(C(=O)c2ccccc2)CC1,-26%,12%,7%,10%,1%,16
O=C(COc1ccc(F)cc1)N(Cc1cccs1)C1CCS(=O)(=O)C1 (stereo unspecified),-9%,5%,8%,3%,-6%,?
COc1ccc(CNC(=O)COC(=O)C2CC3C=CC2C3)cc1 (stereo unspecified),-12%,-2%,-3%,2%,9%,8
Cc1c(C(c2cccs2)c2c(C)n(C)n(-c3ccccc3)c2=O)c(=O)n(-c2ccccc2)n1C,8%,4%,3%,-1%,-2%,-22
CC1Cc2cc(/C(O)=C3/C(=O)C(=O)N(Cc4ccco4)C3c3cccs3)ccc2O1 (stereo unspecified),-26%,1%,-6%,35µM*,1%,-20
CCn1cc([N+](=O)[O-])c(C(=O)Nc2nc(-c3ccc(C)c(C)c3)c(C)s2)n1,5%,6%,2%,1%,2%,?
CCn1cc(C(=O)NC2CCCc3c2cnn3-c2cccc(C)c2C)cn1 (stereo unspecified),98%[activator],.,.,-1%,4%,-99*
COc1cccc(NC(=O)CSc2nc3cc(OC)c(OC)cc3c3nc(-c4ccccc4)nn23)c1,.,.,.,38%,0%,2
c1ccc(-n2nnnc2Oc2ccc(-c3nnco3)cc2)cc1,-15%,1%,10%,25%,-20%,46
CC1CN(C(=O)Nc2ccc(C(=O)NCCc3ccc(Cl)cc3)cc2)c2ccccc2S1 (stereo unspecified),.,.,.,-3%,1%,-34
CCC1CCCCN1CCCNC(=O)c1ccc2c(c1)NC(=O)CN2C (stereo unspecified),-17%,.,14%,-28%,1%,16
CCCCNC(=O)Cn1cnc2sc(C)c(S(=O)(=O)N3CCN(c4ccccc4OC)CC3)c2c1=O,-7%,-2%,-9%,0%&5%,-2%&-5%,?

# Compounds as they come (roughly 7.8% active in at least one column).
